Screening results as filed in PubChem.
RPL19A TOR yeast: alters RPL19A-GFP fluorescence in TOR pathway yeast screen | S. cerevisiae RPL19A-GFP strain, flow cytometry, 3 h; hits give low values | percent response vs DMSO, % at 10 µM | hit rate 0.3% among 330,000;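 active means percent response vs DMSO below 50%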;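 further: median channel GFP fluorescence of the barcoded RPL19A-GFP strain; ratio of sample median GFP to plate DMSO average so 100% = DMSO; lower means less RPL19A-GFP as with rapamycin TOR inhibition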
proCasp7 act: counter-screen: procaspase-7 (human) activation. recombinant procaspase-7, Ac-DEVD-pNA absorbance 405 nm; D23A/D198A/D206A triple mutant, cannot self-cleave; scale: DMSO 0, 5 µM enzyme 100. AID 463210. P55210. activation, % at 8.5 µM. hit rate 0.093% among 330,000;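 active means percent activation above the screen-wide mean plus 3 SD, cut at about 25% in these data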
Target sequence (P55210 whole entry D23A/D198A/D206A): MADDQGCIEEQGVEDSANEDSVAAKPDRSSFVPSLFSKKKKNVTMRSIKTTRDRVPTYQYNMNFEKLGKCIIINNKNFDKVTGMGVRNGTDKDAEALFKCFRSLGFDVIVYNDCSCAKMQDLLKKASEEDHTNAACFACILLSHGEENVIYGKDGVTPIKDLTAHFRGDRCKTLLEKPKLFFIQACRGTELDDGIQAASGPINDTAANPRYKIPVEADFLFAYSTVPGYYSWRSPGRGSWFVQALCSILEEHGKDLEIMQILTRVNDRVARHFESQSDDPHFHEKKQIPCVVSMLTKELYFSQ
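Assay system: Uncleavable procaspase-7 mutant enzyme / Input: 2 µM procaspase-7 mutant as dispensed / Dosing: single nominal 8.5 µM compound dose, 0.8% DMSO final / Timing: 1 h enzyme–compound preincubation and 2 h substrate reaction, both 25 °C / Detection: p-Nitroaniline absorbance at 405 nm, read at 0 and 120 min / Replication: singlicate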
AHR activator: human AHR activation; P35869; AHR-responsive luciferase reporter cells, luminescence; activation, % at 5 µM; hit rate 2.5% among 320,000; AID 2796; in the data active means activation above about 47%;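 further: 0% = vehicle wells and 100% = reference agonist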
procasp3 activ: procaspase-3 (human) activation; P42574; recombinant procaspase-3 D3A, Ac-DEVD-pNA absorbance 405 nm; activation, % at 8.5 µM; hit rate 0.11% among 330,000;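 active means activation above the mean of all tested compounds plus 3 SD, cut at about 21% in these data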;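 further: 0% = DMSO alone and 100% = DMSO wells spiked with extra 5 µM PC-3 D3A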
Target sequence (P42574 whole entry D9A/D28A/D175A): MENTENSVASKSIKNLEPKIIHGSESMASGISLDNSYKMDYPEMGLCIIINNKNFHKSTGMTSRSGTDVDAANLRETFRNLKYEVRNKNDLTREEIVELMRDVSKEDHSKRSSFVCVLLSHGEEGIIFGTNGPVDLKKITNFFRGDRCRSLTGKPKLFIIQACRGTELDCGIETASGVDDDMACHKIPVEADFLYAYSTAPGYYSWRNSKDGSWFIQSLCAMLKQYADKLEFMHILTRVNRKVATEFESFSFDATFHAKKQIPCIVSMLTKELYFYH
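Evaluation: percent activation relative to control range; Material: Procaspase-3 D3A mutant, all three cleavage aspartates alanine; Compound: single dose, 8.5 µM nominal compound, 0.8% DMSO; Replication: one well per compound; Signal: absorbance at 405 nm, 0 and 120 min; Schedule: 1 h preincubation plus 2 h reaction at 25 °C.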
Yeast superoxide: caloric restriction mimetics inhibiting age-related superoxide in yeast; hit rate 0.18% among 330,000; superoxide response (% of plate mean), % at 10 µM; S. cerevisiae aged cells, superoxide DHE fluorescence; hits give low values;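 active means superoxide response under a set limit, about three screen SD below normal, cut at about 65% in these data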;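 further: yeast aged for seven days with compound at 30 °C before DHE staining; 100% = average MFI of all compound-treated wells on the plate with controls excluded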
GASC-1 inh: inhibitors of human GASC-1 (JMJD2C) demethylase; Q9H3R0; GST-JMJD2C(1-420) H3K9me3 demethylation, DELFIA europium; inhibition, % at 2.35 µM; hit rate 0.069% among 330,000; AID 2099;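 active means more than half of a compound's replicate wells show inhibition beyond 50%, single wells judged on their own value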;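 further: signal counts dimethyl H3K9 product captured on neutravidin plate; 0% = median of DMSO wells and 100% = 0.3 times that DMSO median; strong numbers were not always called active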
Target sequence (Q9H3R0 1-420 limits assumed): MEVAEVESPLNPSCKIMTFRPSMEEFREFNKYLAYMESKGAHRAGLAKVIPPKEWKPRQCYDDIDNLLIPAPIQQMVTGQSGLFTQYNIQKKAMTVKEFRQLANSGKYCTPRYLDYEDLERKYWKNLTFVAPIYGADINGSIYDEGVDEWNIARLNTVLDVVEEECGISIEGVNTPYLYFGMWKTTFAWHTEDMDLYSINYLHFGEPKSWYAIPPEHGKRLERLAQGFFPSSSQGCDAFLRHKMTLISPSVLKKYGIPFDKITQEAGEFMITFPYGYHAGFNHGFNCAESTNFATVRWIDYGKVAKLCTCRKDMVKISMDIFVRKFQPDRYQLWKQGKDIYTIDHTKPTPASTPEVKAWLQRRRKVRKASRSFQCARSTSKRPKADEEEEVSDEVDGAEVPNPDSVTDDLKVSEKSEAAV
MEP2 TOR yeast: yeast TOR pathway MEP2-GFP modulation. hit rate 0.51% among 330,000. GFP response vs DMSO, % at 10 µM. AID 2016. S. cerevisiae MEP2-GFP strain, flow cytometry GFP, 3 h; 100% = DMSO control level;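 active means GFP response versus DMSO above a set limit, roughly screen mean plus 3 SD, cut at about 180% in these data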;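 further: median GFP fluorescence of the barcode-gated MEP2-GFP cells per well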
LAP4 TOR yeast: alters LAP4-GFP fluorescence in TOR pathway yeast screen; GFP response vs DMSO, % at 10 µM; S. cerevisiae LAP4-GFP multiplex, flow cytometry GFP, 3 h; median GFP as percent of DMSO wells; hit rate 0.34% among 320,000;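 active means GFP response vs DMSO above a set limit, about the screen mean plus 3 SD, cut at about 150% in these data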
Starred values were filed as active, the others as inactive; . = not tested or not shown.

SMILES	RPL19A TOR yeast	proCasp7 act	AHR activator	procasp3 activ	Yeast superoxide	GASC-1 inh	MEP2 TOR yeast	LAP4 TOR yeast
COc1ccc(/C(N)=N/OC(=O)c2cccc([N+](=O)[O-])c2C)cc1OC	94	7	20	2	101	-3	96	98
COC(=O)c1ccc(N=C2S/C(=C\c3cc(C)n(-c4cccnc4)c3C)C(=O)N2C)cc1	104	4	4	-4	95	1	109	107
CN1C(=O)[C@H]2[C@@H](C3CC3)N3C(=O)CN(CC4CC4)C(=O)[C@@]3(C)[C@H]2C1=O	89	-11	-4	-7	94	-11	82	99
COc1ccc(-c2c(-c3cc(OC)cc(OC)c3)n(C)c3ccc(-c4ccc(S(N)(=O)=O)cc4)cc23)cc1	96	-5	-1	0	88	3	97	95
CC1CC(C)(C)CC2(C1)NC(=O)N(CC(=O)OCc1ccc(Br)cc1)C2=O (stereo not given)	96	8	-1	5	103	11	100	99
Cc1cccc(N2CCC(NCc3c(C(=O)N4CCCCC4)nc4c(C)cccn34)CC2)c1	94	8	5	8	99	-1	95	93
COc1ccc(NC(=O)CCNC(=O)c2ccco2)cc1OC	94	3	-1	-5	108	7	96	96
CC1CCN(C(=O)COC(=O)c2ccccc2NC(=O)c2ccco2)CC1	100	5	-2	-2	111	6	98	102
O=C(Nc1nc(-c2ccc(F)cc2)cs1)c1cccnc1	95	4	-3	-1	94	-15	91	113
Cc1ccc(C(=O)NNC(=O)c2ccc(NS(=O)(=O)c3cccs3)cc2)o1	91	4	2	0	95	1	98	95
CCOc1ccc(NC(=O)CN(C)C(=O)c2ccc3nc(CC)c(CC)nc3c2)cc1OCC	92	5	3	-1	90	-5	92	105
O=C(Nc1ccc2c(c1)COC2=O)c1ccc(Cl)c(Cl)c1	104	8	-10	8	120	-1	98	101
CC(C)c1ccc(C2/C(=C(/O)c3ccccc3)C(=O)C(=O)N2CCCN2CCOCC2)cc1 (stereo not given)	105	14	-1	2	100	-18	98	91
Cc1c(C(=O)Oc2cccc3cccnc23)oc2ccccc12	104	6	11	-6	91	-9	90	117
Cc1ccc(C)n1-c1ccc(-c2nnco2)cc1	98	3	1	-9	98	10	111	.
CCn1c(SCC(=O)O)nnc1-c1ccccc1	99	9	1	9	88	2	106	97
CN(C)c1ccc(Nc2nc(N)c3ccccc3n2)cc1	106	2	-5	9	94	2	108	92
CCOC(=O)C(CC)/C(C)=N\NC(=O)c1ccccc1O (stereo not given)	99	10	56*	-4	108	11	106	101
CCc1sc(C(=O)NCCc2ccc(S(N)(=O)=O)cc2)cc1Br	95	-2	0	-6	101	4	97	105
Cc1nc(N2CCN(c3ccccn3)CC2)c2c(C)c(C(=O)Nc3c(C)cc(Br)cc3C)sc2n1	96	6	2	8	101	2	91	103
Cc1cc(NC(=O)CSc2nc(C(C)C)nc3sc(C)c(C)c23)no1	108	4	1	3	107	-2	109	110
Cc1nc2ccn(Cc3ccccc3)c(=O)c2cc1C(=O)N1CCN(c2ccc(F)cc2)CC1	96	-6	1	8	68	-16	92	93
CCOc1cccc(CNn2cnnc2)c1OCc1ccccc1Cl	99	6	6	11	88	6	99	94
CCCCCCC1C(C#N)=C(N)OC2=C1C(=O)CCC2 (stereo not given)	98	8	1	5	89	-5	102	102
CCCCn1c(N)c(N(CC)C(=O)CSc2nnc(-c3ccco3)n2CC)c(=O)[nH]c1=O	98	1	-1	0	92	0	100	104
Cc1c(NC(=O)Cc2ccccc2)cccc1C(=O)NN1C(=O)c2ccccc2C1=O	109	5	-1	9	99	1	93	96
Cc1ccc(C(=O)CSc2nnc(C)s2)cc1	99	10	4	-5	98	3	88	91
CN(C(=O)COC(=O)c1sc2ccccc2c1Cl)C1CCCCC1	99	-7	0	-6	94	3	109	125
O=C(NCCSCc1ccccc1)c1ccc(C2SCC(=O)N2Cc2ccccc2)cc1 (stereo not given)	94	8	0	9	89	3	101	110
O=C(O)CC(CC(=O)Nc1ccccc1C(=O)O)c1ccccc1 (stereo not given)	100	-4	1	1	119	3	98	98
Cc1cc2nccc(-c3ccncc3)n2n1	107	0	-2	7	101	44	102	90
CC(=O)c1ccc(NC(=O)c2ccccc2-c2ccccc2C(=O)O)cc1	93	4	18	-3	110	-25	104	87
O=C(NC1=NCCS1)c1cccc(S(=O)(=O)N2CCOCC2)c1	103	0	0	0	120	-5	106	96
CCCN(CCC)c1nc(Cl)nc(NCc2ccco2)n1	94	5	2	15	102	-2	95	90
CCOc1ccc(-c2cnc(N)n2C)cc1	105	2	4	10	108	-4	100	95
COc1ccc(NS(=O)(=O)c2ccc(O)c(C(=O)OCC(=O)Nc3ccc4c(c3)OCCO4)c2)cc1	109	2	1	-4	106	103	100	94
NC(=O)c1cccnc1Nc1cccc(F)c1	106	4	10	1	105	1	101	95
O=C(NCC1CC1)[C@@H]1C[C@H]1[C@@H](NP(=O)(c1ccccc1)c1ccccc1)c1ccccc1	105	-6	3	0	103	1	97	118
COCCn1c(C)cc(C(=O)COC(=O)c2[nH]c(C)c(C(C)=O)c2C)c1C	102	-15	-1	5	95	8	113	116
Cn1c(=O)c2c(nc(SCC(=O)c3ccc(F)cc3)n2C)n(C)c1=O	102	1	5	6	84	0	109	98
CCOc1cc(C(=O)NN2CCOCC2)cc(OCC)c1OCC	94	3	2	5	103	-2	101	84
O=C(N=NC(=O)c1ccc2c(O)n(C3CCCCC3)c(O)c2c1)c1cccnc1	96	13	-2	11	93	-7	93	95
CCOC(=O)N1CCN(C(=O)c2cc3cc(Cl)ccc3[nH]2)CC1	104	.	.	.	121	5	104	90
COCc1cc(C)nc(N)c1C#N	98	6	1	-1	113	-39	96	101
O=C(CS(=O)(=O)c1ccccc1)Nc1nccs1	90	-1	-1	-4	89	-12	96	90
COc1ccc(Cc2nc3ccc(C(=O)NCCc4ccncc4)cc3o2)cc1OC	101	1	1	0	96	-9	112	91
COc1cc(/C=N/n2c(C)nc3ccccc3c2=O)cc(OC)c1O	106	-1	4	5	99	-16	92	89
O=C(NC(CC(=O)N1CCN(c2ccc([N+](=O)[O-])cc2)CC1)c1ccccc1)c1ccccc1Cl (stereo not given)	103	-7	-2	-17	88	-3	102	100
Cc1cc(Nc2c(C)n(C)n(-c3ccccc3)c2=O)n2c(nc3cc(F)c(F)cc32)c1C#N	99	-11	-1	4	103	0	101	104
CC1CCN(c2c(NCC3CCC(C(=O)NCCCc4ccccc4)CC3)c(=O)c2=O)CC1 (stereo not given)	105	3	1	5	104	55	109	105

Looked up one by one from the list above:
SMILES	RPL19A TOR yeast	proCasp7 act	AHR activator	procasp3 activ	Yeast superoxide	GASC-1 inh	MEP2 TOR yeast	LAP4 TOR yeast
Cn1c(=O)c2c(nc(SCC(=O)c3ccc(F)cc3)n2C)n(C)c1=O	102	1	5	6	84	0	109	98
Cc1ccc(C(=O)NNC(=O)c2ccc(NS(=O)(=O)c3cccs3)cc2)o1	91	4	2	0	95	1	98	95

Next part
SMILES	RPL19A TOR yeast	proCasp7 act	AHR activator	procasp3 activ	Yeast superoxide	GASC-1 inh	MEP2 TOR yeast	LAP4 TOR yeast
Nn1c(SCc2ccc(Br)cc2)nnc1-c1ccccn1	100	5	22	4	102	10	100	102
Cc1cccc(OCC(=O)NCC(C)(C)N2CCOCC2)c1	97	-1	0	-1	89	.	95	96
O=C(c1ccc(Cl)c(S(=O)(=O)N2CCc3ccccc32)c1)N1CCN(c2ccccc2O)CC1	90	-3	39	8	97	-6	97	105
COc1ccccc1NC(=S)NCc1cccnc1	95	6	1	4	100	-12	95	82
COc1ccc(CC(=O)Nc2ccc(C(C)=O)cc2)cc1	102	-18	1	-7	115	5	105	79
CN(C)/C=C(\C=O)c1cccc(Cl)c1	98	-16	-1	-2	169	-15	97	96
CC(C)(C)n1cnc2cc(NS(=O)(=O)c3ccccc3)ccc21	95	-3	9	7	93	24	90	93
Cc1cccc(-n2c(N)c(-c3nc4ccccc4n3C)c3nc4ccccc4nc32)c1	93	-21	10	-43	102	5	101	87
CCC(=O)Nc1nc2ccccc2n1CCN(C)C	94	4	1	4	110	-47	96	87
O=C(NCc1ccc2c(c1)OCO2)c1cccnc1	101	2	3	1	108	4	106	99
Cc1onc(-c2ccccc2)c1C(=O)OCC(=O)N(C)c1c(N)n(Cc2ccccc2)c(=O)[nH]c1=O	96	-4	5	-6	107	4	100	105
CC(C)c1ccc(NC2CCCN(C(=O)c3n[nH]c4c3CCC4)C2)cc1 (stereo not given)	105	0	12	-9	108	4	107	95
CCN1C(=O)/C(=C/N(C)C)c2ccccc21	102	6	17	5	113	-7	96	95
CCN(CC)C(=O)c1cc2cc(Br)ccc2oc1=O	103	7	-1	8	96	4	103	96
OC(CN1CCCC1)Cn1ccc2ccccc21 (stereo not given)	100	7	3	8	86	9	109	101
COc1ccc(-c2ccc3c(c2)c(C#Cc2ccsc2)c(-c2cc(OC)cc(OC)c2)n3C)cc1	111	-1	10	0	98	0	95	84
Nc1cc(C(=O)O)c(Oc2ccc(Cl)cc2Cl)cc1C(=O)O	96	0	-1	-2	92	13	103	88
COc1ccc(OC)c(S(=O)(=O)NCC(=O)NC2CCCCCC2)c1	102	0	1	2	98	9	102	107
CC(C)(C)c1ccc(NC(=O)C2=CN3CCS(=O)(=O)N=C3C=C2)cc1	92	-12	-3	4	110	6	95	97
O=C(O)CCCCOn1ccnc1	95	-2	-2	-4	97	-1	99	97
COc1cc([N+](=O)[O-])ccc1N1C(=O)CC(Sc2nccc(C)n2)C1=O (stereo not given)	95	-5	0	-17	103	18	94	90
O=C(N/N=C\C=C\c1ccc(Br)cc1)c1ccc2c(c1)OCO2	98	-8	8	-4	105	7	104	84
Nc1nonc1C(=O)N/N=C/c1cc(Br)ccc1O	90	-20	37	-6	99	19	95	122
CCCCc1ccc(CC(=O)O)cc1	101	-3	0	-5	87	5	97	119
CC1CC(C)CN(C(=O)COC(=O)c2c[nH]c3ccccc23)C1 (stereo not given)	98	-1	20	5	99	-5	96	101
O=C(O)c1ccc(-c2ccccn2)s1	100	2	10	2	95	-8	98	93
CN(C)/C=N/c1sc2c(c1C#N)CCCCC2	98	10	16	-7	103	6	98	87
CC(=O)Oc1ccc(N(C(C)=O)S(=O)(=O)c2ccc3ccccc3c2)cc1	101	-1	4	3	104	1	97	84
O=C(NCC(=O)N1CCCC1)c1ccc(Br)o1	105	.	.	.	98	6	104	99
COC(=O)c1ccccc1NC(=O)N1CCN(c2ccc(OC)cc2)CC1	93	0	-2	-4	112	-4	96	90
C1=CC2c3ccccc3NC(c3ccncc3)C2C1 (stereo not given)	105	-12	5	-9	97	1	109	119

Three structures out of the list, sorted by molar mass, lowest first:
SMILES	RPL19A TOR yeast	proCasp7 act	AHR activator	procasp3 activ	Yeast superoxide	GASC-1 inh	MEP2 TOR yeast	LAP4 TOR yeast
CCCCc1ccc(CC(=O)O)cc1	101	-3	0	-5	87	5	97	119
C1=CC2c3ccccc3NC(c3ccncc3)C2C1 (stereo not given)	105	-12	5	-9	97	1	109	119
CC1CC(C)CN(C(=O)COC(=O)c2c[nH]c3ccccc23)C1 (stereo not given)	98	-1	20	5	99	-5	96	101

Compounds as they come (roughly 3.8% active in at least one column).
